Screening results from PubChem BioAssay.
ERK EGF inh: qHTS Assay for Inhibitors of the ERK Signaling Pathway using a Homogeneous Screening Assay; Stimulation with EGF; AID 1454, 2008; HEK293-V1b, EGF-stimulated phospho-ERK AlphaScreen; Potency, µM (doses to about 11.5 µM), for inactives: top-dose activity change, negative = inhibition, hits mostly inhibitors; 130,000 tested, 0.41% active; active = well fitted inhibition curve with a large enough effect; inconclusive = small, poorly fitted or top-dose-only effect, or effect the other way;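 also: plate controls were stimulated vehicle wells for no effect and unstimulated vehicle basal for full effect; nearly all actives have a fitted effect of over 55% in size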
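Cell line HEK293 (stable V1b), low serum overnight. Pretreatment: compound 30 min, 37C. EGF 25 nM, 5 min. Detection: SureFire AlphaScreen, 5 h RT. AC50 via standard Hill equation.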
An asterisk follows results filed as active; ? = inconclusive; & = joins results of further samples; [ ] = dose if it differs, or a comment. Potency is read from the fitted curve at half-maximal effect.

#	molecule	ERK EGF inh
1	CCOc1ccc(C(=O)NCC(=O)OCC(=O)N2CCCC2)cc1	0.0%
2	COC(=O)CNC(=O)COC(=O)Cc1ccc(Cl)cc1	5.4%
3	CSc1n[nH]c(-c2ccc(C(F)(F)F)cc2)n1	-0.9%[57.5 µM]
4	NNc1nc2c(-c3ccc(Cl)cc3)nnn2c2ccccc12	4.0%
5	O=C(COC(=O)c1cccc(Br)c1)NCCc1ccc(F)cc1	29.4%
6	O=C(/C=C/c1ccc(S(=O)(=O)N2CCOCC2)cc1)N1CCN(c2ccccc2)CC1	31.4%
7	O=C(O)[C@H](Cc1ccccc1)NC(=O)C(c1ccccc1)(c1ccccc1)c1ccccc1	-7.2%[57.5 µM]
8	Cc1cc(C(=O)CN2C(=O)C(=O)N(C)C2=O)c(C)n1-c1cccc(S(=O)(=O)N2CCOCC2)c1	-14.3%[57.5 µM]
9	COc1ccc(CCNC(=O)CSc2nnnn2-c2ccc(OC)c(OC)c2)cc1OC	2.8%
10	Cc1ccc2nc(SCC(=O)Nc3cccc(S(N)(=O)=O)c3)[nH]c2c1	-7.2%[57.5 µM]
11	COc1ccccc1NC(=O)Cn1nnc2sc3c(c2c1=O)CC(C)(C)OC3	1.0%[57.5 µM]
12	CC(C)(C)C1CCc2onc(C(=O)O)c2C1 (configuration not stated)	-2.2%
13	CN(CC(O)COC(c1ccccc1)c1ccccc1)C1CCCCC1 (configuration not stated)	3.7%
14	COc1ccc(/C=C/C(=O)Nc2ccc(C34CC5CC(CC(O)(C5)C3)C4)cc2)cc1OC	-0.6%
15	CCN(CC)C(=S)Nc1c(C)n(C)n(-c2ccccc2)c1=O	-3.6%
16	Cc1cc(C)n(-c2ccc(C(=O)N3CC(C)OC(C)C3)cc2)n1 (configuration not stated)	-2.7%
17	CC[C@@H](Nc1ncnc2c1oc1ccccc12)C(=O)O	-2.8%[57.5 µM]
18	Cc1[nH]nc2c1C(c1ccsc1)C1=C(CC(C)(C)CC1=O)N2 (configuration not stated)	-8.1%
19	COc1cc(/C=N/NC(=O)c2ccc(CN3c4cccc5cccc(c45)S3(=O)=O)cc2)cc(OC)c1O	-15.9%
20	CCC(C)NC(=O)c1c(-c2cc(Cl)c(OC)c(Cl)c2)noc1C (configuration not stated)	-1.9%

The final four records of the section above lead into the next:
#	molecule	ERK EGF inh
17	CC[C@@H](Nc1ncnc2c1oc1ccccc12)C(=O)O	-2.8%[57.5 µM]
18	Cc1[nH]nc2c1C(c1ccsc1)C1=C(CC(C)(C)CC1=O)N2 (configuration not stated)	-8.1%
19	COc1cc(/C=N/NC(=O)c2ccc(CN3c4cccc5cccc(c45)S3(=O)=O)cc2)cc(OC)c1O	-15.9%
20	CCC(C)NC(=O)c1c(-c2cc(Cl)c(OC)c(Cl)c2)noc1C (configuration not stated)	-1.9%
21	CC(C)Cc1cc(CN2CCC(CO)(Cc3cccc(C(F)(F)F)c3)CC2)[nH]n1	-11.4%
22	CC(C(=O)O)c1cccc(C(=O)c2ccccc2)c1 (configuration not stated)	?
23	O=C(CN1C(=O)c2cccnc2C1=O)c1ccccc1	-2.3%
24	O=c1cnnc(Nc2ccc(F)cc2)[nH]1	-3.2%
25	O=[N+]([O-])c1ccc(F)cc1Oc1nc(-c2cccnc2)nc2ccccc12	-1.2%[57.5 µM]
26	O=C(Nc1ccn(Cc2ccccc2)n1)c1ccc(F)cc1	-3.2%
27	COc1ccc2cc(C#N)c(Nc3cccc(F)c3)nc2c1	-13.7%
28	Cc1noc(C)c1-c1ccc2ncnc(NC3CC3)c2c1	18.3%
29	O=c1c(Cl)c(NCCO)ncn1-c1ccccc1	7.9%
30	CN(C(=O)COC(=O)CNC(=O)c1ccccc1Cl)c1ccccc1	-8.2%
31	CCC(C)(C)NC(=O)/C=C/c1cnc2ccccc2n1	6.7%
32	Cc1ccccc1OCC(=O)N/N=C/c1c(C)nn(-c2ccccc2)c1Cl	-9.5%
33	CCOc1ccccc1C1CC(c2cccs2)=NN1S(C)(=O)=O (configuration not stated)	-7.2%
34	O=c1[nH]c(SCc2ccccc2)nc2c1sc1ccccc12	5.3%
35	COc1cc2sc(C)nc2cc1C	10.0%
36	CSCCC(NC(N)=O)C(=O)Nc1cccc(C#N)c1 (configuration not stated)	3.8%
37	CCc1ccc(OCc2n[nH]c(=S)n2Cc2ccccc2)cc1	-2.9%
38	c1ccc(OCc2nc(-c3ccncc3)no2)cc1	-9.6%
39	COC(=O)c1cc(OC)c(OC)cc1NCC(=O)Nc1ccc(OC)c(OC)c1	0.0%
40	Cc1nc2sc(C(c3ccc(F)cc3)N3CCN(C(=O)c4ccco4)CC3)c(O)n2n1 (configuration not stated)	-10.2%
41	COc1ccc(-c2[nH]ncc2CN2CCCOc3c(cccc3OC)C2)c(OC)c1	-7.2%
42	O=C(NCCNC(=O)c1ccccc1)c1ccccc1	5.8%[57.5 µM]
43	Cn1c(-c2ccc3c(c2)OCO3)c(C(=O)O)c(=O)c2ccccc21	1.6%
44	COC(=O)C(NS(=O)(=O)c1ccccc1Br)C(C)C (configuration not stated)	-9.9%[57.5 µM]
45	Cc1ccc(C2=NN(C(=O)CSc3nc4ncc(Cl)cc4[nH]3)C(c3ccco3)C2)cc1 (configuration not stated)	-3.0%
46	Cc1cc(=O)n(C)c(=O)n1CCCCOc1cccc([N+](=O)[O-])c1	1.2%
47	COc1cc(OC)cc(C(=O)NC(=S)Nc2cc3oc4ccccc4c3cc2OC)c1	-5.4%
48	Cc1ccc(NC2=NCC(=O)N2c2ccc3c(c2)OCCO3)c(C)c1	5.7%
49	Cc1ccc(-c2nnn(CC(=O)N(Cc3ccc(F)cc3)C(C(=O)NC3CCCC3)c3ccncc3)n2)o1 (configuration not stated)	1.9%
50	Cc1cc(C)c(C)c(S(=O)(=O)NCCCN2CCOCC2)c1C	12.1%
51	COc1cccc(COC(=O)c2nn(-c3ccccc3)nc2N)c1	-1.2%
52	COC(=O)CCC(=O)Nc1c(C)n(C)n(-c2ccccc2)c1=O	1.6%
53	CC(=O)Nc1ccc(S(=O)(=O)N(C)CC(=O)OCC(=O)Nc2cccnc2Cl)cc1	-2.9%
54	CN(C)CCNC(=O)C(=O)NCC1OCCCN1S(=O)(=O)c1cccs1 (configuration not stated)	5.2%
55	Cc1ccc(NC(=O)N2CCc3ccccc32)cc1	9.1%
56	CC(=O)Nc1ccc(NC(=O)C2CC(=O)N(c3ccccc3Cl)C2)cc1 (configuration not stated)	18.1%
57	CC(=O)/C(=N\Nc1ccccc1)Oc1ccc([N+](=O)[O-])cc1	5.3%
58	Cc1ccc(CNC(=O)c2ccc(S(=O)(=O)Nc3c(C)n(C)n(-c4ccccc4)c3=O)cc2)cc1	-10.6%[57.5 µM]
59	CC(=O)Nc1ccc(SCC(=O)Nc2sccc2C#N)cc1	5.2%
60	COc1ccc(/C=N/NC(N)=S)cc1	6.0%[57.5 µM]
61	CCN(CC)CCN(C(=O)c1ccccc1OC)c1nc2ccc(F)cc2s1	4.5%
62	CCn1c(C)[n+](CC)c2ccc(S(=O)(=O)N(C)C)cc21	-10.0%
63	NCCCCCC(=O)N/N=C/c1coc2ccccc2c1=O	-4.0%[57.5 µM]
64	CCOC(=O)c1c(/N=C/N(C)C)sc(/C=N/Nc2ccccc2)c1-c1ccc(Cl)cc1	1.4%
65	COc1cc2c(cc1NC(=O)Nc1ccc(F)cc1)oc1ccccc12	-3.1%
66	CC(c1ccon1)N(C)C(=O)CCc1nnc(CCCCc2ccccc2)o1 (configuration not stated)	-1.4%
67	CCOC(=O)CSc1nc(-c2ccccc2)cc(C(F)(F)F)n1	?
68	N#CCCN1CCN(S(=O)(=O)c2cc(Cl)ccc2Cl)CC1	-4.1%
69	CC1c2ccccc2SC(CCCN(C)C)c2ccccc21 (configuration not stated)	14.6%
70	Cn1c(N)c(C(=O)COC(=O)c2cc(C(F)(F)F)nc3ccccc23)c(=O)n(Cc2ccccc2)c1=O	-0.7%&-11.8%
71	Cc1cccc(-c2nsc(SCC(=O)NCc3ccc4c(c3)OCO4)n2)c1	2.2%
72	CN(C)S(=O)(=O)c1cccc(NC(=O)COC(=O)c2cc(=O)[nH]c(=O)[nH]2)c1	-1.8%
73	COc1cc([N+](=O)[O-])ccc1NC(=S)NC(=O)CC(C)(C)C	-9.9%
74	O=C(CSc1nc2ccccc2s1)N/N=C/c1cc([N+](=O)[O-])ccc1O	-3.5%[57.5 µM]
75	O=C(Cc1sc(Nc2ccccc2)nc1-c1ccccc1)NCc1ccccn1	-1.0%
76	O=C(Cc1ccccc1)Nc1ccc2oc(=O)ccc2c1	1.1%
77	COc1ccc(/C=N/NC(=S)Nc2ccccc2)cc1COc1ccccc1F	1.8%
78	CS(=O)(=O)c1ccc2nnn(OCC(=O)Nc3ccc(Br)cc3Br)c2c1	1.2%
79	COc1ccc(/C=N/NC(=O)c2ccccc2F)cc1CN1CCN(c2ccc(F)cc2)CC1	-1.7%
80	Cc1ccc(-c2nnc(C)c(N3CCCC3)n2)cc1	8.9%

Other records:
#	molecule	ERK EGF inh
81	Cc1ccc(-c2csc(-c3ccncc3)n2)cc1	7.5%
82	O=C(CSc1nc(-c2ccco2)cc(C(F)(F)F)n1)NCCN1CCOCC1	-0.5%
83	COC(=O)CCCC1=CC2=CC(=O)C(C)(OC(=O)c3ccc(Cl)nc3)C(=O)C2=CO1 (configuration not stated)	-6.1%
84	Cc1cccc(NC(=S)N(CCN2CCOCC2)Cc2ccccc2F)c1	-1.3%
85	Cc1nnsc1-c1c(C(=O)N2CCOCC2)c(C)nn1-c1ccccc1	0.6%[57.5 µM]
86	Nc1nonc1-c1nc2ccccc2n1CC(=O)Nc1ccccc1	-6.1%[57.5 µM]
87	O=C(Oc1ccc(/C=N/O)cc1)c1ccccc1Cl	-10.0%
88	O=[N+]([O-])c1ccc(/C([O-])=C(/C(=S)NCc2ccco2)[n+]2ccccc2)cc1	30.1%
89	O=C(c1ccoc1)N1CCC2(CC1)Oc1ccc(F)cc1C(=O)C21CC(c2cccnc2)=NO1 (configuration not stated)	3.2%[57.5 µM]
90	FC(F)(F)c1cccc(-c2nc(COc3ccc(Cl)cc3Cl)no2)c1	?
91	Cc1cccc(-c2nnc(SCC(=O)C(C)(C)C)n2C)c1	-0.7%[57.5 µM]
92	CC1(C)C2CC=C(/C=N/NC(=O)C(N)=O)C1C2 (configuration not stated)	1.3%[57.5 µM]
93	CN(c1ccc(OCC(=O)N2CCN(c3ccc(F)cc3)CC2)cc1)S(=O)(=O)c1cccs1	1.2%
94	O=C(CNc1n[nH]c(=O)[nH]c1=O)N/N=C/c1ccccc1	6.6%[57.5 µM]
95	Cc1cnc(C(=O)Nc2cc(F)ccc2C)cn1	-2.6%
96	CC(C)(C)NC(=O)NC(=O)COC(=O)CNS(=O)(=O)/C=C/c1ccccc1	-1.1%
97	COc1ccc(-c2csc(/C(C#N)=C\c3ccc(OC)c([N+](=O)[O-])c3)n2)cc1	3.9%
98	Cc1ccc(-c2nc3c(c(=O)[nH]c(=O)n3CC(C)C)n2CC(C)C)cc1[N+](=O)[O-]	5.2%
99	CC(SC(=S)N1CCCC1)C(=O)O (configuration not stated)	3.1%
100	O=C1CCCc2c1cc(C(=O)O)c(=O)n2-c1ccccc1	-13.8%
101	CC(C)N(C)CCOC(=O)c1ccc2c(c1)OCCO2	5.0%
102	Cn1c(CSc2nc3ccccc3s2)nnc1SCC(=O)NCc1ccccn1	-1.8%
103	CC(=C/c1ccccc1)/C=N/Nc1nc(N2CCCCC2)nc(N2CCCCC2)n1	10.4%
104	COc1ccc(C(=O)Nc2cc(OC)nc(OC)n2)cc1	-4.1%
105	CC(=O)Nc1ccc(/C(C)=N\NC(=O)c2ccc(-c3ccccc3)cc2)cc1	-9.8%
106	CN(C)CCCNC1=CC(=O)OC12CCCCC2	6.7%
107	COC(=O)CN=Cc1c(O)n(-c2ccc(Cl)cn2)c(=O)c2ccccc12	-9.8%
108	CC(C)c1ccc(OCC(=O)N(c2ccccn2)C2CCCCC2)cc1	17.4%
109	CC(C)(C)NC(=O)CSc1nc(-c2ccc(F)cc2)cs1	-5.6%
110	CCOC(=O)N1CCN(c2cc(C)nc3nc(C)nn23)CC1	-14.7%
111	Cc1ccc2[nH]cc(C(=O)CN3CCC4(CC3)OCCO4)c2c1	-2.1%
112	O=C1C2C3C=CC(C2C(=O)N1c1cccc(O)c1)C1C2C(=O)N(c4cccc(O)c4)C(=O)C2C31 (configuration not stated)	3.1%
113	CCOc1ccc(/C=C2\SC(=S)N(C(C(=O)O)c3ccccc3)C2=O)cc1OC (configuration not stated)	2.2%[57.5 µM]
114	CCOc1ccccc1NC(=O)c1oc2ccccc2c1NC(=O)C1CCCO1 (configuration not stated)	5.6%
115	COc1cc(C(=O)Nc2c(C)cc(C)cc2C)c([N+](=O)[O-])cc1OC	-1.0%
116	O=S1(=O)N=C(N(Cc2cccs2)c2ccc(O)cc2)c2ccccc21	-6.2%
117	CC(C)NCC(O)COc1cccc2[nH]ccc12 (configuration not stated)	-0.6%[57.5 µM]
118	Cc1ccc(C#N)c(SCc2nnc(-c3ccc(Cl)cc3)o2)n1	-0.7%
119	C=CCC(Nc1ccc(OC)cc1)(C(=O)OCC)c1ccccc1 (configuration not stated)	-9.8%
120	Cn1c(=O)c([N+](=O)[O-])c(-n2ccnc2)c2ccccc21	-10.5%
121	COCCn1c(=NC(=O)c2ccccc2[N+](=O)[O-])sc2cc(S(C)(=O)=O)ccc21	10.7%
122	CC(=O)N/N=C(\C)C1COc2ccccc2O1 (configuration not stated)	-5.8%[57.5 µM]

Some of the compounds tested, so the mix of outcomes need not match the whole.
